Screens from PubChem.
STAT1 act: STAT1 signaling activators, primary screen, cell-based, HTS, luciferase reporter; NIH 3T3 STAT1-luciferase reporter, IFN-gamma, luminescence; 100% = IFN-gamma alone, no compound; activation (% of control), % at 5.5 µM; 2.6% of 200,000 active;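 active = activation above the screen-wide mean activation plus 3 SD, cut at about 130% in these data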;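 note: raw ratio to IFN-gamma control signal so 100% means no change and 0% no light; values of inactives mirror those of a sister screen read the other way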
TLR4 MyD88 comp: inhibitors of TLR4-MyD88 association in cells, primary screen, cell-based, HeLa CL3-4, BLA complementation, FRET ratio | HeLa CL3-4 TLR4/MyD88 BLA complementation | inhibition, % at 8.4 µM | 0.18% of 200,000 active | AID 861, 2007; in the data active = inhibition above about 25%;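 note: 0% = vehicle and 100% = reference inhibitor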
Target sequence (O00206 whole entry, looked up): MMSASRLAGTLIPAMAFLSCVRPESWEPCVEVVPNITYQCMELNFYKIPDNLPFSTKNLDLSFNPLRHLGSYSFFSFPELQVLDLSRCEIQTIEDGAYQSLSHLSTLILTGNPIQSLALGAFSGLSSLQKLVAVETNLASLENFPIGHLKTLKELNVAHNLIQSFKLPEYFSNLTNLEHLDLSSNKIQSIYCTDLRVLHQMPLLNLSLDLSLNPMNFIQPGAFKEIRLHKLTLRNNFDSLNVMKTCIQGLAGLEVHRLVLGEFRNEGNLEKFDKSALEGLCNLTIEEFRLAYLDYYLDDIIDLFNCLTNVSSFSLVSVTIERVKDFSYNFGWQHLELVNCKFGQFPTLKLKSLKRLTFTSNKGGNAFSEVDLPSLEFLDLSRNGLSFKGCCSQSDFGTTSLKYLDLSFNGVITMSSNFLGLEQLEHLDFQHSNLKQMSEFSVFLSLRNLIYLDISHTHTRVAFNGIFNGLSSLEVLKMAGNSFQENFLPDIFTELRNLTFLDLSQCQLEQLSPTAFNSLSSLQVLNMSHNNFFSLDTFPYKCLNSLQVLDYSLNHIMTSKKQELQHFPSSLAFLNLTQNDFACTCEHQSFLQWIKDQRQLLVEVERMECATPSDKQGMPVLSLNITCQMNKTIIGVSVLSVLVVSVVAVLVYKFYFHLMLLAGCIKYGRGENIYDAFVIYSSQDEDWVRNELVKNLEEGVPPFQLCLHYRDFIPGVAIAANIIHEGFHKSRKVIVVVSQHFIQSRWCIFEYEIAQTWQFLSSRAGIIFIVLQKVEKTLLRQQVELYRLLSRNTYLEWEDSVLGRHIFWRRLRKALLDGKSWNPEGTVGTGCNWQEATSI
Target sequence (Q99836 whole entry, looked up): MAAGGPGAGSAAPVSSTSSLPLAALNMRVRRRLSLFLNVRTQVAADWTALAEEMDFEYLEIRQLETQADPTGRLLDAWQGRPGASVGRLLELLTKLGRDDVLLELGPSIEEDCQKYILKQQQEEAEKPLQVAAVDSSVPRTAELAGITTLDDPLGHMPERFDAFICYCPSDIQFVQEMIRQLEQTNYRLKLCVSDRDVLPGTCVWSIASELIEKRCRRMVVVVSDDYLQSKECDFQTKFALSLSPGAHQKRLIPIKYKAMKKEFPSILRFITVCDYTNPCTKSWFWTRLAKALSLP
NF-kB expr up: activators of NF-kB expression in neurons, primary screen, cell-based, HTS | human neuronal cells, NF-kB reporter expression; stronger effect = higher value | fold change at 12.5 µM | 1.6% of 190,000 active | AID 1239, 2008; in the data active = fold change above about 3.3
APP 5'UTR act: activators of APP 5'UTR luciferase reporter, primary screen, SH-SY5Y cells. SH-SY5Y APP 5'UTR luciferase reporter, luminescence; zero percent = DMSO vehicle wells. activation, % at 2 µM. 1% of 190,000 active;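 active = activation above a set limit, based on mean plus 3 SD of controls, cut at about 140% in these data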; note: values of inactives mirror those of a sister screen read the other way
Hsp70 act: Hsp70 transcriptional activators, primary screen, cell-based, HeLa, Hsp70 promoter luciferase, luminescence, 10 µM | HeLa Hsp70 promoter luciferase reporter; scaled: vehicle 0, proteasome-inhibitor control 100% | activation, % at 10 µM | 0.04% of 200,000 active;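 active = activation above the mean across all tested compounds plus 3 SD, cutoff set per campaign, cut at about 5.5% in these data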;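 note: 100% = MG132 at 30 µM as the positive control and 0% = DMSO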
STAT3 inh: IL-6 driven STAT3 reporter inhibitors, primary screen, U3A cells, luciferase, luminescence, MLSCN library; IL-6 STAT3-luciferase reporter; host cell line lacks STAT1; inhibition, % at 5.5 µM; 0.89% of 190,000 active; AID 862, 2007;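 active = inhibition above the mean inhibition across all screened compounds plus 3 SD, cut at about 44% in these data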;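 note: 0% = DMSO only wells and 100% = 100 µM nifuroxazide control wells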
STAT1 inh: STAT1 signaling inhibitors, primary screen, cell-based, HTS, luciferase reporter; NIH 3T3 STAT1-luciferase reporter, IFN-gamma, luminescence; inhibition, % at 5.5 µM; 0.35% of 200,000 active; AID 920, 2007;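 active = inhibition above a set limit, the mean inhibition across all tested compounds plus 3 SD, cut at about 34% in these data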;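 note: 0% = IFN-gamma with DMSO and 100% = IFN-gamma with 300 µM nifuroxazide; values of inactives mirror those of a sister screen read the other way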
Efa HMGR inh: inhibitors of E. faecalis class II HMGR, primary screen, biochemical, Enterococcus faecalis; HMG-CoA reductase (Enterococcus faecalis, mvaE); purified E. faecalis HMGR, NADPH absorbance 340 nm kinetic; inhibition, % at 10 µM; 0.41% of 190,000 active;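 active = inhibition above a set limit, the median over all tested compounds plus 3 SD, cut at about 9.5% in these data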;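 note: enzyme runs in reverse so mevalonate oxidation gives rising NADPH absorbance; 0% = complete reaction with DMSO and 100% = background rate lacking mevalonate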
STAT3 act: IL-6 driven STAT3 reporter potentiators, primary screen, U3A cells, luciferase, luminescence, MLSCN library. IL-6 STAT3-luciferase reporter; 100% = signal with IL-6 EC80 alone. activation (% of control), % at 5.6 µM. 0.91% of 190,000 active. AID 871, 2007;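 active = activation above the screen-wide mean of compound activation plus 3 SD, cut at about 130% in these data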;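 note: 0% = background luminescence of wells with medium and substrate only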
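Test system: STAT3-luciferase reporter U3A cells; Detection: reporter luminescence signal; Times: 1 h compound pre-exposure, 6 h IL-6 stimulation, 37 °C; Benchmarks: IL-6-only high control; Also added: IL-6 stimulus at 33 ng/mL final.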
DTT redox prof: compounds producing H2O2 with reducing agent – biochemical, NIH compound library profiling, artefact control for MLSCN library redox annotation, primary screen; DTT-dependent redox cycling H2O2, phenol red/HRP absorbance; 100% = 100 µM peroxide control, 0% = buffer; activation, % at 10 µM; 0.03% of 200,000 active; AID 878, 2007;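 active = activation of at least 50% relative to the plate's high and low controls in the primary single-dose screen; inactive = activation below 50%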;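 note: compound incubated with DTT at 0.8 mM final as the reducing agent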
Numbers without * were called inactive; · = no result given.

canonical_smiles	STAT1 act	TLR4 MyD88 comp	NF-kB expr up	APP 5'UTR act	Hsp70 act	STAT3 inh	STAT1 inh	Efa HMGR inh	STAT3 act	DTT redox prof
COC(=O)C1(O)CC(CC(C)C)=NN1C(=O)c1ccccc1 (configuration not stated)	108	-12	1.2	-5	-0.5	1	-8	2	106	3.0
Cc1cc(Nc2ccc3c(c2)OCCO3)c2cccc(C)c2n1	101	1	1.2	5	-0.3	2	-2	0	100	-0.5
Cc1cccc(OCC(=O)NC(=S)Nc2ccc(S(=O)(=O)NC3CCCCC3)cc2)c1	95	4	1.6	8	-0.3	3	5	-1	96	0.2
COCCNC(=O)/C(C#N)=C/c1cc(C(C)C)c(OC)cc1C	103	-2	1.2	7	0.0	18	-5	-2	93	-0.3
O=C(COc1ccc(F)cc1)c1ccc2c(c1)CCCC2	137*	-14	·	71	0.1	8	-42	·	102	1.0
CCOC(=O)NC(=O)/C(C#N)=N\Nc1ccc(Cl)cc1	102	-11	1.1	25	-0.3	2	-2	-5	104	0.1
CCOc1cccc(OCCOCCOc2ccccc2C(C)=O)c1	96	-7	0.91	2	-0.3	2	5	0	101	-0.3
CC(C)(C)c1ccc(C(=O)NCc2ccccc2)cc1	119	13	2.4	58	-0.3	-12	-23	-1	114	-0.9
COc1ccc(C(=O)Nc2nncs2)c(OC)c1	131*	0	2.3	32	0.3	9	-34	-1	97	-0.5
COCCn1c(SCC(=O)Nc2cccc(OC)c2)nc2c(oc3ccccc32)c1=O	100	-9	1	-10	-0.2	5	-3	-8	102	-0.2
O=[N+]([O-])c1cc(S(=O)(=O)N2CCCCC2)ccc1NCCCN1CCOCC1	91	-2	1.2	15	-0.2	7	12	-9	98	-0.9
Cn1c(NC(=O)CCC2CCCCC2)cc(=O)n(C)c1=O	148*	-7	3.8*	131	0.3	4	-53	-7	104	-1.2
Cc1noc(C)c1CSc1ncnc2sc3c(c12)CCC3	103	-9	1	23	-0.1	4	-4	-2	102	0.2
CNC(=O)C1=C(C)NC(=S)NC1c1cccs1 (configuration not stated)	104	0	1	2	-0.2	4	-5	7	99	-1.3
COC(=O)CCC(=O)NNC(=O)c1ccc(Br)cc1	98	-19	1.4	-1	0.1	9	2	-2	98	2.5

Following part.
Order of values – STAT1 act | TLR4 MyD88 comp | NF-kB expr up | APP 5'UTR act | Hsp70 act | STAT3 inh | STAT1 inh | Efa HMGR inh | STAT3 act | DTT redox prof
Cc1cccc(NC(=S)NCc2ccc(F)cc2)c1
 : 98 | 4 | 1.1 | 3 | -0.3 | 24 | 2 | 0 | 82 | 0.0
CCn1c2ccccc2c2cc(NC(=O)COc3ccccc3)ccc21
 : 93 | -21 | 0.99 | -2 | -0.5 | -7 | 7 | -3 | 107 | 1.4
CCOc1ccc(S(=O)(=O)Nc2nc3cc(OC)ccc3s2)cc1
 : 104 | -9 | 0.92 | -11 | -0.2 | -5 | -4 | -1 | 111 | 0.3
C=CCc1ccccc1OCC(=O)N/N=C/c1ccc(OC(C)=O)cc1OC(C)=O
 : 95 | -5 | 1.1 | -36 | -0.2 | 12 | 6 | -3 | 91 | -0.3
CC(C)CCOC(=O)/C(=C/c1ccco1)NC(=O)/C=C/c1ccccc1
 : 94 | 5 | 0.9 | -1 | -0.4 | 2 | 7 | -4 | 101 | 2.8
Cc1ccc(NC(=O)CCCCCN2C(=O)c3ccccc3C2=O)nc1
 : 95 | -2 | 1 | 12 | -0.3 | -4 | 5 | 3 | 99 | 0.5
CCOC(=O)c1c(NC(=O)CN2CCCCC2)sc2c1CCC(C=O)=C2Cl
 : 97 | -8 | 1.1 | 20 | 0.0 | 12 | 3 | -2 | 96 | 0.0
CCOC(=O)c1nc(N)c(=O)n(-c2ccccc2)n1
 : 99 | 5 | 1.1 | 17 | -0.2 | -10 | 2 | -1 | 110 | 1.9
Oc1cccc(C2c3[nH]c4ccccc4c3CCN2Cc2ccc3c(c2)CCO3)c1 (configuration not stated)
 : 87 | 9 | 0.9 | 2 | -0.2 | -44 | 12 | 2 | 141* | 0.0
COc1cc(C(=O)Nc2ccccc2N2CCOCC2)ccc1OCc1c(C)noc1C
 : 101 | -4 | 0.69 | -8 | -0.2 | 6 | -1 | 0 | 94 | -0.7
O=C(Cn1ccc2ccccc2c1=O)NCCC(=O)N1CCN(C(=O)c2ccco2)CC1
 : 96 | 3 | · | 28 | -0.5 | 0 | 4 | · | 103 | 2.5
COc1cc(SC)ccc1C(=O)NCCCOC(C)C
 : 100 | 15 | 1.1 | 11 | -0.2 | 12 | 0 | -10 | 93 | 2.3
O=S(=O)(NCCSCc1ccc(Cl)c(Cl)c1)c1ccc2c(c1)OCCO2
 : 100 | 5 | · | 3 | -0.2 | 12 | 0 | · | 98 | 0.1
C/C=C/c1c(F)c(F)c(Oc2ccc(C(=O)O)cc2)c(F)c1F
 : 97 | 5 | 0.88 | -19 | -0.2 | 3 | 5 | -3 | 98 | 0.0
CCOc1ccc2c(c1)N(C(=O)CN1C(=O)CCC1=O)C(C)(C)C=C2C
 : 106 | 5 | 1.3 | -5 | -0.4 | -2 | -6 | 0 | 107 | -0.7
CC(C)CN(C(=O)c1cc2ccccc2o1)c1c(N)n(CC(C)C)c(=O)[nH]c1=O
 : 105 | 11 | 1 | -11 | -0.3 | -1 | -5 | -3 | 100 | -0.4
O=C(CC1C(=O)NCCN1Cc1cccc(Oc2ccccc2)c1)NCC1CCOCC1 (configuration not stated)
 : 104 | -3 | 1 | -5 | -0.2 | 6 | -6 | -11 | 101 | -0.8
O=C(Nc1nnc(C(F)(F)F)s1)c1cccnc1
 : 118 | -5 | 1.9 | 28 | 0.0 | -15 | -19 | 0 | 113 | 0.3
COC(=O)c1cc(C)sc1NC(=S)N1CCN(CCc2ccccc2)CC1
 : 109 | 15 | 1.6 | 17 | -0.2 | 2 | -13 | 1 | 103 | 0.6
COc1ccc(C(=O)Nc2c(C)csc2C(=O)O)cc1
 : 104 | -13 | 1 | 5 | -0.2 | 3 | -4 | -2 | 106 | -0.3
Cn1c(=O)oc2cc(C(=O)c3ccccc3)ccc21
 : 104 | 1 | 1.1 | 19 | -0.3 | 3 | -5 | -1 | 100 | 0.9
CCN1CCN(c2cc(C)c3cc(NC(=S)N4CC(C)CC(C)C4)ccc3n2)CC1 (configuration not stated)
 : 104 | -3 | 0.79 | -6 | 0.1 | 8 | -5 | 0 | 93 | -2.2
Cc1cc(C)c2c(=O)[nH]n(C3CCCCCC3)c2n1
 : 106 | 3 | 1.2 | 7 | 0.1 | 4 | -9 | -4 | 102 | -0.2
O=C(Nc1cc(S(=O)(=O)N2CCOCC2)ccc1N1CCOCC1)c1cnccn1
 : 102 | 2 | 1.1 | -3 | -0.2 | -3 | -3 | -1 | 111 | -0.2
CC1SCC(=O)N(CC(=O)Nc2ccc3c(c2)OCCO3)C1=O (configuration not stated)
 : 110 | 1 | 1 | -15 | 0.0 | 2 | -10 | 0 | 99 | -0.7
CCOC(=O)C1=C(CSc2nc(CC)c(C)cc2C#N)OC(N)=C(C#N)C1c1ccc(OC)cc1 (configuration not stated)
 : 89 | -6 | 1.1 | 15 | -0.1 | 8 | 12 | -6 | 96 | 1.2
COC(=O)C1(S(=O)(=O)c2ccc(C)cc2)CCOCC1
 : 96 | -6 | 0.96 | 1 | -0.1 | 3 | 5 | -5 | 102 | 0.3
CC(=O)C1=C(C)NC(=O)NC1/C=C/c1ccccc1 (configuration not stated)
 : 102 | 5 | 1 | 10 | -0.1 | 2 | -4 | -3 | 101 | -2.3
CC1(C)c2ssc(=S)c2-c2ccccc2N1C(=O)c1ccco1
 : 98 | 4 | 0.99 | 9 | 0.1 | -11 | 2 | -3 | 110 | 0.0
Cc1cc(C)c(C(=O)/C=C/c2cccs2)c(=O)[nH]1
 : 81 | 4 | 1.4 | 30 | 0.5 | -1 | 19 | -4 | 104 | -0.6
CCOC(=O)CC1C(=O)NCCN1C(=O)Nc1ccccc1 (configuration not stated)
 : 106 | -6 | 1 | 23 | -0.3 | -9 | -7 | -2 | 112 | 2.9

In the list so far, these have two or more sulfur atoms:
Order of values – STAT1 act | TLR4 MyD88 comp | NF-kB expr up | APP 5'UTR act | Hsp70 act | STAT3 inh | STAT1 inh | Efa HMGR inh | STAT3 act | DTT redox prof
Cc1cccc(OCC(=O)NC(=S)Nc2ccc(S(=O)(=O)NC3CCCCC3)cc2)c1
 : 95 | 4 | 1.6 | 8 | -0.3 | 3 | 5 | -1 | 96 | 0.2
Cc1noc(C)c1CSc1ncnc2sc3c(c12)CCC3
 : 103 | -9 | 1 | 23 | -0.1 | 4 | -4 | -2 | 102 | 0.2
CNC(=O)C1=C(C)NC(=S)NC1c1cccs1 (configuration not stated)
 : 104 | 0 | 1 | 2 | -0.2 | 4 | -5 | 7 | 99 | -1.3
CCOc1ccc(S(=O)(=O)Nc2nc3cc(OC)ccc3s2)cc1
 : 104 | -9 | 0.92 | -11 | -0.2 | -5 | -4 | -1 | 111 | 0.3
O=S(=O)(NCCSCc1ccc(Cl)c(Cl)c1)c1ccc2c(c1)OCCO2
 : 100 | 5 | · | 3 | -0.2 | 12 | 0 | · | 98 | 0.1
COC(=O)c1cc(C)sc1NC(=S)N1CCN(CCc2ccccc2)CC1
 : 109 | 15 | 1.6 | 17 | -0.2 | 2 | -13 | 1 | 103 | 0.6
CC1(C)c2ssc(=S)c2-c2ccccc2N1C(=O)c1ccco1
 : 98 | 4 | 0.99 | 9 | 0.1 | -11 | 2 | -3 | 110 | 0.0
